Cdc42 wt: human Cdc42 wildtype GTP binding change, either direction | P60953 | GST-Cdc42 beads, Bodipy-GTP binding, flow cytometry; actives lie on both sides | percent activity (GTP binding), % at 10 µM | actives 0.2% (n = 190,000);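 active = percent activity GTP binding at least 20 points away from the 100% baseline, either down as inhibitor or up as activator; inconclusive = compound flagged as likely green fluorescent from well-wide comparison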;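 also: median bead fluorescence of bound Bodipy-FL-GTP at 100 nM; 0% = excess unlabeled GTP control and 100% = no compound control; below 100% means less GTP binding so inhibitor and above means activator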
Target sequence (P60953 whole entry, looked up): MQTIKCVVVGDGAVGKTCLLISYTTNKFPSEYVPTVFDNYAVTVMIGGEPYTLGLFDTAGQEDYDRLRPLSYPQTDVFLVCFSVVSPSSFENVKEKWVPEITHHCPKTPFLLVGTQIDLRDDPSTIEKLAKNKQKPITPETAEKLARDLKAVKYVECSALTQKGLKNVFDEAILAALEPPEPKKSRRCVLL
Rab7 wt modul: dog Rab7 wildtype GTP binding, inhibitors and activators | AID 758 | GTP binding activity (percent of control), % at 10 µM | GST-Rab7 beads, fluorescent GTP binding, flow cytometry; actives lie on both sides; untreated = 100%, excess cold GTP = 0% | actives 0.055% (n = 190,000);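 active = fluorescent GTP binding to Rab7 beads changed by at least 20 points from the 100% baseline, either direction, mostly lower; inconclusive = compound itself probably fluorescent, or too few beads counted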;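 also: median green fluorescence of bound Bodipy-FL-GTP per Rab7 bead population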
HRas wt GTP bind: modulators of GTP binding to human HRas wildtype; P01112; GST-Ras wt beads, Bodipy-FL-GTP binding, flow cytometry; actives lie on both sides; GTP binding activity, % at 10 µM; actives 0.14% (n = 190,000); AID 759;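 active = GTP binding activity at least 20% away from the 100% baseline, either lowered as inhibitor or raised as activator; inconclusive = flagged as likely green fluorescent, judged across all proteins in the well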;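 also: 0% = unlabeled GTP competition control and 100% = no-compound control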
Target sequence (P01112 whole entry, looked up): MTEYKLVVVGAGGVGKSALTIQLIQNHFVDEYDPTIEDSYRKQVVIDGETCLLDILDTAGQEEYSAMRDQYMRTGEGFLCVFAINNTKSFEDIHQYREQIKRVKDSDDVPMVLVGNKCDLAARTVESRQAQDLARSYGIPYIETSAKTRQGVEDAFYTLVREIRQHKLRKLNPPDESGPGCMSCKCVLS
Rac1 mut GTP: human Rac1 activated mutant GTP binding change; P63000; GST-Rac1 activated beads, fluorescent GTP binding, flow cytometry; actives lie on both sides; 100% means binding = to untreated wells; percent activity (GTP binding), % at 10 µM; actives 0.11% (n = 190,000); AID 764;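 active = GTP binding at least 20 percentage points away from the 100% baseline, in either direction, so actives lie on both sides; inconclusive = Compound likely fluorescent itself, or too few beads counted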
Rac1 wt modul: modulators of human Rac1 wildtype GTP binding. GTP binding activity (% of control), % at 10 µM. P63000. actives 0.27% (n = 190,000). AID 757. GST-Rac1 beads, fluorescent GTP binding, flow cytometry; actives lie on both sides; 0 = cold GTP competed, 100 = untreated;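 active = GTP binding activity at least 20 points away from the 100% control level, either lower or higher; inconclusive = compound flagged as likely green fluorescent, judged across all proteins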
Mcl-1 Bim block: human Bim-Mcl-1 interaction inhibition | Q07820 | Bead-based flow cytometry, Bim peptide-Mcl-1 binding | inhibition, % at 10 µM | actives 0.1% (n = 190,000) | AID 1009; in the data active = inhibition above about 40%;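 also: 0% = no compound tracer wells and 100% = peptide blocker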
Target sequence (Q07820 whole entry, looked up): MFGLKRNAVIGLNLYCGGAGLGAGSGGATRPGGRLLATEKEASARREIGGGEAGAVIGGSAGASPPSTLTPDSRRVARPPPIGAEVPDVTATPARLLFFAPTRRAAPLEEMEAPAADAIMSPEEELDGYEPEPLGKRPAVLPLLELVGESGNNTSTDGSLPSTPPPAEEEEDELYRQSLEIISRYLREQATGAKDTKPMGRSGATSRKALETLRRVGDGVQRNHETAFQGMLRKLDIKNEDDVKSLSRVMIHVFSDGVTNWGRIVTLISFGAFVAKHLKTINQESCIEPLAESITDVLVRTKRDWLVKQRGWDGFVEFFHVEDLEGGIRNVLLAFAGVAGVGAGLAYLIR
Mcl1-Noxa inh: Mcl-1/Noxa interaction inhibition. actives 1.5% (n = 220,000). Q07820. TR-FRET Mcl-1/Noxa peptide binding, 2 h. AID 1022. inhibition, % at 21.7 µM;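 active = compounds that cut the protein-peptide binding signal by more than 50% relative to plate controls in a single-dose test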;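 also: His-tagged Mcl-1 with rhodamine Noxa BH3 peptide and terbium anti-His antibody; 0% = Mcl-1 plus Noxa peptide wells and 100% = peptide-only wells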
Mcl1 Bid PPI: disrupts binding of human Mcl-1 to Bid peptide. inhibition, % at 21.7 µM. Q07820. TR-FRET Mcl-1/Bid-Dy647 peptide binding, 1536-well. actives 0.97% (n = 220,000). AID 1021;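 active = compounds that cut the binding signal by more than half at the single screening dose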;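 also: His-tagged Mcl-1 with europium anti-His antibody binding Bid BH3 peptide; 0% = Mcl-1 plus peptide wells and 100% = peptide-only wells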
Pf gametocyte: inhibitors of late stage P. falciparum gametocyte viability | P. falciparum stage V gametocytes, ATP luminescence, 24 h | inhibition, % at 10.9 µM | actives 0.065% (n = 150,000) | AID 743093;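 active = inhibition above the mean plus 3 SD of compounds within the control limits, set per campaign, cut at about 38% in these data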;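 also: 0% = DMSO wells and 100% = medium only without gametocytes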
Rab2A wt mod: changes GTP binding to wildtype dog Rab2A, up or down; AID 760; actives 0.19% (n = 190,000); GST-Rab2 wt beads, Bodipy-GTP binding, flow cytometry; GTP binding activity, % at 10 µM; P61105;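 active = GTP binding activity at least 20 points away from 100%, either lowered or raised; inconclusive = signal likely due to the compound's own green fluorescence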;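 also: 0% = beads with excess unlabeled GTP and 100% = no-compound control corrected for plate trend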
Avidin fluor: avidin bead compound fluorescence profile | Avidin beads, compound fluorescence 488/530 nm, flow cytometry; stronger effect = higher value | actives 0.38% (n = 220,000) | AID 1775 | fluorescence (KMESF) at 10 µM; in the data active = fluorescence above about 47; also: inactives centre near 10
Active calls of the source: *; ? = inconclusive; · = no result given.

SMILES	Cdc42 wt	Rab7 wt modul	HRas wt GTP bind	Rac1 mut GTP	Rac1 wt modul	Mcl-1 Bim block	Mcl1-Noxa inh	Mcl1 Bid PPI	Pf gametocyte	Rab2A wt mod	Avidin fluor
CCN(CC)CCOC(=O)c1ccc(N=Cc2c(O)[nH]c(=O)[nH]c2=O)cc1	103	102	102	98	102	-8	20	4	·	102	30
[O-][n+]1onc2c1CCC1N(O)CCC21O (configuration not stated)	103	99	106	102	104	-3	-5	-20	-13	105	11
O=P(NS(=O)(=O)c1ccc(Cl)cc1)(Oc1ccccc1)Oc1ccccc1	97	97	97	95	100	-2	26	14	·	98	7
COc1ccccc1CCNC1CCC(C)CC1 (configuration not stated)	101	101	102	101	104	-6	15	-9	0	101	11
CC1(C)N(O)C2CCCCC2N1O (configuration not stated)	98	107	102	94	104	1	0	-24	8	101	10
CCCCCn1c(=O)c(C(=O)Nc2ccccc2S(N)(=O)=O)c(O)c2ccccc21	96	102	95	92	98	0	-35	-20	-10	95	22
CCOc1cc(C=C2C(=O)NC(=O)NC2=O)cc([N+](=O)[O-])c1O	95	102	97	95	96	6	16	-31	-34	97	10
Cc1ccc(-c2cc(C(F)F)n3ncc(C(=O)N4CCC5(CC4)OCCO5)c3n2)cc1	105	104	102	102	112	-48	12	-12	·	104	13
CCCCN1C(=O)/C(=C/c2ccc(N3CCCCCC3)cc2)C(=O)NC1=S	90	95	94	91	94	-3	24	-40	·	91	11
CCCCn1c(O)c(C(C)=NCCCN(CC)CC)c(=O)[nH]c1=O	98	91	93	95	91	0	·	-15	·	92	9
O=C(O)c1cccc2c1NC(c1cccc([N+](=O)[O-])c1)C1CC(Sc3ccccc3[N+](=O)[O-])C(Cl)C21 (configuration not stated)	83	90	90	86	90	-2	98*	43	·	85	22
O=C(Nc1cccc2ccccc12)c1nn(C23CC4CC(CC(C4)C2)C3)cc1Br	99	95	99	99	100	0	-17	-25	17	98	4
CCC12C=CCN3CCC4(c5cc(Br)c(OC)cc5N(C)C4C(O)(C(=O)OC)C1OC(C)=O)C32 (configuration not stated)	103	102	101	99	105	0	-8	-11	·	102	5
C[C@]12CCC(=O)C(O)=C1CC[C@@H]1[C@@H]2CC[C@]2(C)C(=O)CC[C@@H]12	99	94	99	98	99	-4	2	-10	·	98	8
CN1CCN(C(=O)COc2ccc(S(=O)(=O)NCc3ccccc3)cc2Cl)CC1	100	97	100	98	100	0	23	-10	·	99	6
O=C(CN1C(=O)CN=C(c2ccccc2)c2ccccc21)NCc1ccco1	99	99	98	95	95	-3	-7	-22	·	99	5
O=C(c1ccco1)C12CN3CN(CN(C3)C1)C2	101	101	100	99	106	-5	2	-31	-31	100	25
CN=C(SCc1cc2c(cc1Cl)OCO2)c1c(O)n(C)c(=O)n(C)c1=O	99	98	98	96	100	-3	-4	13	·	98	9
Nc1cc(N2CCNCC2)ccc1[N+](=O)[O-]	101	100	102	99	105	-1	10	-7	·	102	11
COc1cccc(-n2nc(C(=O)N3CCC4(CC3)OCCO4)c3ccccc3c2=O)c1	105	102	102	102	107	-3	-7	-11	7	105	38
CN1C(=O)C(C2c3ccccc3C(=O)N2Cc2ccccc2)C(=O)N(C)C1=O (configuration not stated)	100	98	100	99	101	0	10	28	-12	99	7
Cc1ccc2c(c1)CC1(CN2C)C(=O)NC(=O)N(c2ccc(C)c(C)c2)C1=O (configuration not stated)	107	102	104	100	111	-3	34	-45	-43	101	6
O=c1[nH]c(CN2CC=C(c3ccccc3)CC2)nc2cc(C(F)(F)F)ccc12	94	94	96	92	92	-2	14	-22	·	95	10
NC(Cc1ccccc1)Cc1ccccc1	98	104	99	97	102	-3	5	-14	·	101	27
O=P(C(=Nc1ccc(Cl)cc1)N1CCOCC1)(N1CCOCC1)N1CCOCC1	104	97	100	99	110	4	-2	7	·	101	8
O=c1[nH]c(=O)n(Cc2ccc(F)cc2)c(O)c1C=NCc1cccnc1	102	100	101	98	103	0	-15	-6	-3	98	5
Cn1c(O)c(C(=O)c2ccccc2Cl)c(=O)n(C)c1=O	104	99	101	101	106	-2	19	14	·	101	21
CC(C)NC(C)C(=O)C12CC3CC(CC(C3)C1)C2 (configuration not stated)	101	102	103	102	108	-5	14	1	·	102	24
O=C(Nc1ccc(Cl)cc1)O/N=C(\c1ccccc1)c1ccccn1	99	102	100	98	101	-2	17	-22	·	101	12
O=C(c1ccc(Cl)cc1)C1CCCN(Cc2cccc3ncccc23)C1 (configuration not stated)	94	101	97	92	96	-1	7	-22	14	95	3
Cc1cc([N+](=O)[O-])c(Cl)cc1NC(=O)C(C)C	100	101	98	99	99	-3	38	-15	·	97	8
CC1CCCCN1C(=O)c1ccc(N2CC3CC(C2)c2cccc(=O)n2C3)c([N+](=O)[O-])c1 (configuration not stated)	99	96	96	97	98	-4	9	-13	4	99	15
FC(F)(F)c1ccccc1CN1CCN(Cc2ccccc2)CC1	103	99	102	99	102	-2	12	12	0	105	15
Cc1cccc(N2C(=O)NC(=O)/C(=C\c3cccn3-c3ccc(Cl)cc3)C2=O)c1	98	98	97	95	100	1	12	-20	·	100	402*
CC12CC(c3ccccc3O1)C(C(=O)OCc1ccccc1)C(=O)N2 (configuration not stated)	101	99	101	100	105	-1	-6	-6	·	103	9
O=C1NC(=O)C(=Cc2ccc(-c3cc(Cl)ccc3[N+](=O)[O-])o2)C(=O)N1	93	100	97	91	98	-4	87*	32	-7	97	11
CCOC(=O)c1cc(CC)sc1/N=C/C1C(=O)NC(=S)NC1=O	89	106	93	91	90	0	-27	13	·	92	6
CCOC(=O)c1c(C)[nH]c(C(=O)C(C)N2CCCC2)c1C (configuration not stated)	98	100	97	97	101	-3	7	-9	-8	99	6
Cc1ccc(CN2CCN(CC(=O)N3CCC4(CC3)OCCO4)C2=O)cc1	106	98	102	104	108	-1	33	5	2	100	8
O=c1cccc2n1CC1CC2CN(Cc2c(F)cccc2Cl)C1 (configuration not stated)	99	96	99	97	101	-3	20	3	4	97	13
CC(=O)Nc1ccc(C(c2c(O)c3ccccc3oc2=O)c2c(C)n(C)n(-c3ccccc3)c2=O)cc1 (configuration not stated)	96	104	96	91	97	-2	6	-19	9	97	8
CCCCP(=O)(O)CCC(=O)O	98	102	96	95	101	1	21	-2	·	100	17
CCC(=Nc1ccc(OC)cc1OC)c1c(O)[nH]c(=O)[nH]c1=O	103	96	101	100	105	1	-21	-31	·	101	18
Cc1cccc(C)c1NC(=O)c1cccn(Cc2ccc3c(c2)OC(F)(F)O3)c1=O	98	96	98	93	99	-3	12	5	-15	94	33
Cc1cc(C)n(CCOC(=O)C2C(C=C(Cl)Cl)C2(C)C)n1 (configuration not stated)	95	103	98	95	102	1	8	-17	18	97	14
Cc1ccc(N2C(=O)NC(=O)/C(=C/c3ccc(OC(=O)c4cccs4)cc3)C2=O)cc1	101	99	99	95	101	-1	38	-46	·	99	9
CCC(=NCCCN(CC)CC)c1c(O)n(C2CCCCC2)c(=O)[nH]c1=O	110	101	105	105	114	0	6	-34	22	102	15
CCCCCCN=C(C)c1c(O)n(CCCC)c(=O)[nH]c1=O	100	98	101	99	100	5	8	5	·	100	9
CN1CCN(Cc2nc3ccccc3c(=O)[nH]2)CC1	102	101	100	100	102	0	-9	-16	·	101	6
O=C(COc1ccccc1)N1CCN(C2CCCC2)CC1	98	96	99	95	104	-7	26	37	·	98	22
O=C(c1ccccc1)c1cn(CC(=O)N2CCCC2)c2ccccc12	95	96	94	95	94	0	-3	-5	·	96	7
COC(=O)C1=C(N)Oc2c(c(=O)oc3ccccc23)C1c1cccnc1 (configuration not stated)	100	100	99	97	100	-2	20	-8	·	97	38
Cc1cc(N2CCCC2)ccc1C=C(C#N)C#N	97	109	102	96	102	2	-15	-6	7	100	14
CC(=NCC1CCCO1)c1c(O)n(-c2ccc(C)cc2)c(=O)[nH]c1=O (configuration not stated)	97	100	99	97	101	2	8	5	17	99	8
CCC(=Nc1cc(OC)ccc1OC)c1c(O)[nH]c(=O)[nH]c1=O	105	103	103	101	104	-1	22	-29	20	102	34
C=CCn1c(O)c(C(C)=NCc2cccnc2)c(=O)[nH]c1=O	92	92	93	94	95	-2	-17	-28	-12	93	5
CCCCOc1ccc(CCN)cc1Cl	96	93	100	100	101	-2	-15	1	4	98	11
CC(C)OC(=O)Nc1ccc(N=C(N)N[N+](=O)[O-])cc1	98	94	97	97	100	-1	6	-1	-7	97	14
CCn1c(O)c(C=Nc2cc(Cl)ccc2Cl)c(=O)n(CC)c1=O	99	97	99	98	100	1	18	1	-3	99	22
CN1CCN(c2ccc(NC(=O)C(C)(C)C)cc2)CC1	103	98	102	99	102	-5	25	-54	8	103	14
Next section.
SMILES	Cdc42 wt	Rab7 wt modul	HRas wt GTP bind	Rac1 mut GTP	Rac1 wt modul	Mcl-1 Bim block	Mcl1-Noxa inh	Mcl1 Bid PPI	Pf gametocyte	Rab2A wt mod	Avidin fluor
Cc1ccccc1N1C(=O)NC(=O)/C(=C\c2ccc3c(c2)CCCN3Cc2ccccc2)C1=O	91	93	90	89	95	-20	38	-52	-7	91	5
Nc1ccc2nonc2c1[N+](=O)[O-]	96	105	97	94	98	-2	12	-13	3	99	9
COc1ccc(OCC(=O)N2CCN(CC3CC4C=CC3C4)CC2)cc1 (configuration not stated)	105	103	104	101	107	0	22	32	·	103	6
O=c1[nH]c(=O)n(C2CCCCCC2)c(O)c1C=NC1CCN(Cc2ccccc2)CC1	106	103	103	101	108	-3	16	9	-21	103	8
COc1ccc2nc(NC(=O)CCc3nc(C4=CCN(C)CC4)no3)sc2c1	101	95	103	102	105	-3	-2	17	·	104	16
COP(=O)(OC)C(NC(=O)C(C)(C)C)=C(Cl)Cl	100	99	102	99	104	-3	7	5	11	100	7
CC1(C)Cc2c(sc3c2C(=O)NC(c2cccnc2)N3)CO1 (configuration not stated)	99	92	96	99	97	27	23	-29	-3	97	5
COP(=S)(OC)SCN1C(=O)c2ccccc2C1=O	104	101	100	98	104	0	7	-4	·	101	4
COc1cc2c(cc1OC)-c1c3c(cc4c1[C@@H](C2)N(C)CC4)OCO3	98	95	96	97	97	1	16	-13	·	96	10
COc1ccccc1N1CCN(Cc2cccc(OC)c2O)CC1	?	?	?	?	?	-1	29	0	·	?	30
CC(C)NC(=O)Cn1cc(C(=O)c2ccccc2F)c2ccccc21	101	97	100	98	100	0	-1	-24	·	98	3
Cc1cccc(-n2c(/C=C/c3ccc([N+](=O)[O-])o3)nc3ccccc3c2=O)c1	96	103	100	101	99	8	8	-10	4	101	8

High-throughput results: PubChem, several laboratories

A portion of the library; rates above refer to the full screens.
